MMP13 inh: blocks human MMP13 activity; P45452; MMP-13 fTHP FRET cleavage, Mca fluorescence; inhibition, % at 4 µM; actives 0.07% (n = 65,000);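 active = inhibition above the mean of compound-free control plate wells plus 3 SD, cut at about 14% in these data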;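 note: 0% = DMSO wells and 100% = wells with reference MMP-13 inhibitor after basal subtraction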
NADH enzymes: blocks coupling enzymes of NAD/NADH assays | coupled PK/LDH NADH assays, four targets | actives 0.02% (n = 65,000) | IC50, µM (doses to about 10 µM), for inactives: at the top dose inhibition;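 active = single-dose screening hits from any of four coupled enzyme assays that gave an IC50 when retested across doses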;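 note: the DPM-DC format reads NADH fluorescence rather than 340 nm absorbance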
RORa activator: activates the human nuclear receptor RORA; P35398; CHO-K1 Gal4-RORA LBD luciferase reporter, luminescence; percent increase over mock-subtracted basal signal; activation, % at 10 µM; actives 1.5% (n = 65,000); AID 560;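 active = activation above the mean of all tested compounds plus 3 SD, cut at about 49% in these data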;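 note: 0% = DMSO-treated RORA cells and 100% = added signal equal to DMSO minus mock-transfected cells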
5HT1a antag: 5-HT1a (human) receptor antagonism | CHO 5-HT1a Ga15 NFAT-bla reporter, antagonist mode | actives 0.68% (n = 62,000) | P08908 | AID 612 | inhibition, % at 10 µM;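 active = inhibition above the mean of all tested compounds plus 3 SD, cut at about 43% in these data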;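 note: receptor stimulated by 5-CT agonist at 100 nM near EC80; beta-lactamase reporter measured by ratiometric fluorescence of a cleavable substrate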
Target sequence (P08908 whole entry, looked up): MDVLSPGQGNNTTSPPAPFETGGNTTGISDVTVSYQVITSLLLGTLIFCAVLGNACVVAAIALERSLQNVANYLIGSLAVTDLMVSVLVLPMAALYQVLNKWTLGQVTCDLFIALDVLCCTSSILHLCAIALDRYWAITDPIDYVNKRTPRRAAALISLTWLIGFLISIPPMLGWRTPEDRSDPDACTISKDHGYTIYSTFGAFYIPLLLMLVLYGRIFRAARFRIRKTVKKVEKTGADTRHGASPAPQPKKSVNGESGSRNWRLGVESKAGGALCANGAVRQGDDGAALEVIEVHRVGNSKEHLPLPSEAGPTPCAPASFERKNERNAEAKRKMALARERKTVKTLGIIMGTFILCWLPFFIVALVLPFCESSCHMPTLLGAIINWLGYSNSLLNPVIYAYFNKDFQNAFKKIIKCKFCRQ
5HT1E ag: 5-HT1E (human) receptor agonism | activation, % at 6 µM | P28566 | actives 0.69% (n = 65,000) | CHO 5-HT1E Ga15 NFAT-bla reporter, FRET; 0% DMSO wells, 100% control agonist wells;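 active = activation above a set limit, the screen-wide mean activation plus 3 SD, cut at about 8.5% in these data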;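 note: 100% = positive control agonist at 1 µM giving full maximal response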
tolC growth inh: blocks growth of E. coli BW25113 tolC mutant; OD615; actives 2.2% (n = 65,000); growth inhibition, % at 10 µM (by protocol);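 active = growth inhibition at or above a cutoff equal to the mean over every tested compound plus 3 SD, cut at about 60% in these data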;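 note: growth measured after 20 h incubation at 37 °C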
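signal = optical density read at 615 nm | test system = E. coli ΔtolC::kan strain BW25113 | timing = 20 h compound exposure of bacteria at 37 °C | buffer or medium = LB medium plus 50 µg/mL kanamycin | compound dosing = 10 µM final, single dose | evaluation = % inhibition of E. coli growth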
SF1 activator: activates the human nuclear receptor SF-1. AID 522. activation, % at 10 µM. Q13285. actives 1.9% (n = 65,000). CHO-K1 Gal4-SF-1 LBD luciferase reporter; % increase over DMSO SF-1-specific signal;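 active = activation above the mean activation of all tested compounds plus 3 SD, cut at about 50% in these data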
Target sequence (Q13285 whole entry, looked up, the tested form may be a part): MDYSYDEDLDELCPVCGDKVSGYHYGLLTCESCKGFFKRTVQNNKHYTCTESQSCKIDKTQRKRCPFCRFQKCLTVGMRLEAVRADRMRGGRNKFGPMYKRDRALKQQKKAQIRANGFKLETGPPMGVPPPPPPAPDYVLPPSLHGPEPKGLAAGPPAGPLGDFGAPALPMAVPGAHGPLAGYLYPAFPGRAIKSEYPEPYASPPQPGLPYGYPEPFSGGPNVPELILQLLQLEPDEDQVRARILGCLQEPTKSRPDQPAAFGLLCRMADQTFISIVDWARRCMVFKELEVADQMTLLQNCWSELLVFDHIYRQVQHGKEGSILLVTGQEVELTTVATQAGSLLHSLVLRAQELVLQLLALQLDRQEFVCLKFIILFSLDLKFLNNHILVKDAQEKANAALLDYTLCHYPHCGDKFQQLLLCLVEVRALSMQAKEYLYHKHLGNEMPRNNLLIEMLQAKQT
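Test system: transient Gal4-SF-1 LBD reporter, CHO-K1; Amount: 4,000 CHO-K1 cells per well; Doses: 10 µM only; Timing: compound exposure 20 h at 37 °C; Signal: luciferase light emission; Read-out basis: percent activation relative to DMSO median and mock-transfected background; Control set: DMSO negative control and −SF1 background wells; Replicates: one test per compound.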
HTR1E antagonist: blocks the human 5-HT1E serotonin receptor. actives 0.99% (n = 65,000). inhibition, % at 6 µM. P28566. CHO 5-HT1E Ga15 NFAT-bla reporter, FRET, antagonist;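 active = inhibition above a set limit, the mean inhibition across every tested compound plus 3 SD, cut at about 29% in these data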;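 note: signal is the 460 over 535 nm emission ratio of beta-lactamase substrate; 0% = agonist plus DMSO wells and 100% = wells without agonist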
HTR1A agonist: agonists of human 5-HT1a serotonin receptor; P08908; CHO 5-HT1a Ga15 NFAT-bla reporter, FRET ratio; 0% basal, 100% maximal reference agonist; activation, % at 10 µM; actives 0.56% (n = 65,000);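 active = activation above the screen-wide mean activation plus 3 SD, cut at about 19% in these data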;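 note: 0% = DMSO wells and 100% = 5-CT at EC100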
Active calls of the source: *; . = not tested or not shown; [ ] = dose if it differs, or a comment. An unsorted share of the library; 7.2% or so of the library scored in one or more.

SMILES	MMP13 inh	NADH enzymes	RORa activator	5HT1a antag	5HT1E ag	tolC growth inh	SF1 activator	HTR1E antagonist	HTR1A agonist
O=C(CSc1nnc(-c2ccc(Cl)s2)o1)N1CCOCC1	1	3%	18	8	-0.5	-19	-4	5	-3.4
C=CCn1c(-c2cccc(Cl)c2)n[nH]c1=S	0	3%	-2	8	-0.1	-1	0	-2	-2.2
CCn1c(SC)nnc1-c1c[nH]c2ccccc12	-5	2%	-30	2	0.0	-2	15	8	-5.9
Cc1cc(C)n(-c2cc(C)c(C)cc2Br)n1	3	2%	-4	10	-1.5	-9	14	-5	0.5
Cc1cc(C)n(-c2nc3ccccc3c(=O)n2OC2CCCCC2)n1	-2	3%	-7	3	0.2	12	-9	15	-0.9
O=S(CC(O)COCc1ccc(Cl)cc1)c1ccccn1 (centres undefined)	6	2%	5	3	-0.8	-3	-17	3	-2.4
CC12CN3CCN(CC(C3)C1(O)CN1CCCCC1)C2 (centres undefined)	0	4%	-1	-3	-0.3	-17	11	6	0.6
O=C(C1CCC(CNc2c(N3CCCCC3)c(=O)c2=O)CC1)N1CCCCC1 (centres undefined)	-1	8%	10	1	0.4	-7	-4	-5	-2.6
Cc1cc(C)n2nc(S(=O)(=O)NCCc3ccccc3)nc2n1	1	1%	2	-11	0.8	-11	1	6	-1.2
COc1ccc(-c2cc(C(F)(F)F)nc(SCCC(=O)N3CCOCC3)n2)cc1	-1	9%	24	-5	1.0	7	-8	-182	0.7
c1ccc(-n2nnc3ccccc32)nc1	3	3%	21	-7	0.6	0	-1	-9	-0.5
N#Cc1ccccc1NC(=O)COC(=O)c1ccc(S(=O)(=O)N2CCCC2)cc1	-1	6%	10	13	-1.7	-5	16	12	-2.5
COc1ccccc1NC(=O)c1cn(C)c(=O)c2cc(OC)c(OC)cc12	0	7%	-14	-11	0.4	-6	-2	18	-2.2
CC(=O)/C(CN1CCCCC1)=N\O	0	2%	-10	-4	-0.3	-16	10	-2	-1.5
CCc1nnc(NC(=O)CN2CCN(c3ccccc3OC)CC2)s1	2	5%	0	-2	2.4	-14	1	-9	2.7
CCCC1(C(=O)O)NC(c2ccccc2O)C2C(=O)N(Cc3ccccc3)C(=O)C21 (centres undefined)	2	5%	1	4	0.4	-9	-1	2	-0.2
C=CCNC(=O)c1cccc(Br)c1	6	2%	-9	1	-0.3	-8	-12	3	-6.8
O=C(Nc1ccc2c(c1)OCO2)c1cnn2c1NC(c1ccco1)CC2C(F)(F)F (centres undefined)	1	2%	11	-2	0.9	-17	8	-3	-0.9
O=C(CS(=O)CC(=O)N(CC(=O)NC1CCCC1)C1CCCC1)Nc1ccc(F)cc1 (centres undefined)	1	5%	12	-1	1.5	-15	-18	4	-1.7
CCOc1ccccc1CNS(=O)(=O)c1ccc2[nH]c(=O)sc2c1	-2	3%	8	-9	-0.3	39	8	-1	0.7
CC(c1ccccc1)n1c(-c2ccncc2)n[nH]c1=S (centres undefined)	2	5%	-24	8	-0.8	-6	-9	3	-1.7
Cc1ccc(C2=NCCNC2=O)c(C)c1	3	4%	-4	-9	0.0	-11	9	1	-2.9
Cc1nc(Sc2nnnn2-c2ccccc2)c(C#N)c(C)c1C	3	0%	-9	2	1.5	10	-8	-11	-3.3
Cc1nc2c(C(=O)O)cnn2c(C)c1Cc1ccccc1F	-12	13%	1	-17	0.9	-6	7	-3	1.4
COc1ccc(C)c(S(=O)(=O)Nc2ccc(OCC(=O)O)cc2)c1	4	0%	-14	18	-0.7	-11	12	5	-0.4

Entries from the list above that have a Cl atom:
SMILES	MMP13 inh	NADH enzymes	RORa activator	5HT1a antag	5HT1E ag	tolC growth inh	SF1 activator	HTR1E antagonist	HTR1A agonist
O=C(CSc1nnc(-c2ccc(Cl)s2)o1)N1CCOCC1	1	3%	18	8	-0.5	-19	-4	5	-3.4
C=CCn1c(-c2cccc(Cl)c2)n[nH]c1=S	0	3%	-2	8	-0.1	-1	0	-2	-2.2
O=S(CC(O)COCc1ccc(Cl)cc1)c1ccccn1 (centres undefined)	6	2%	5	3	-0.8	-3	-17	3	-2.4

(more compounds)
SMILES	MMP13 inh	NADH enzymes	RORa activator	5HT1a antag	5HT1E ag	tolC growth inh	SF1 activator	HTR1E antagonist	HTR1A agonist
CCOc1ccccc1NC(=O)CSc1nnc(CNC(=O)COc2ccc(Cl)cc2)o1	0	6%	-30	-17	-1.7	-14	0	-10	-1.8
O=C(c1ccco1)N1CCN(C(=O)c2cccc3c2C(=O)N(Cc2cccnc2)C3)CC1	-9	3%	-1	0	0.4	-2	-10	-3	-0.8
CCNc1nc(CC)nc2c1oc1ccccc12	1	4%	6	4	-0.7	8	8	29*	0.5
Cn1c(=O)[nH]c(=O)c2c1nc(CN1CCN(c3ccccc3F)CC1)n2CCc1ccccc1	6	4%	-2	-3	0.4	5	20	-1	3.6
CC1(C)Cc2c(sc3c2C(=O)N(c2ccccc2)C2=NCCCN23)CO1	-5	3%	-11	.	0.1	12	-7	9	0.1
COc1ccc(N2CC(C(=O)Nc3ccc(N4CCOCC4)cc3)CC2=O)cc1 (centres undefined)	0	8%	-4	3	0.1	-13	-3	-2	1.3
CCCN(c1ccc(OCC)cc1)c1ncnc2nc[nH]c12	1	1%	8	9	0.6	1	20	-2	-2.5
O=C(NCc1ccccc1)N1CCC(c2nc3ccccc3[nH]2)CC1	2	1%	-4	-5	-1.6	10	11	-1	-2.5
CC(=O)N(C(C)=O)c1ncc2c([nH]c3ccccc32)c1C#N	-35	2%[fluoresces]	-1	-2	1.3	-8	3	-10	8.2
COc1ccc(C(C)=O)cc1COC(=O)c1cc(C)oc1C	6	4%	-11	11	-0.1	8	-14	8	-2.3
CCCOc1ccccc1C1NC(=O)NC(C)=C1C(=O)OCCOC(C)C (centres undefined)	-5	4%	-15	-1	0.3	12	1	0	-1.4
Cc1noc(C)c1COC(=O)COc1ccc2c(C)cc(=O)oc2c1	-32	4%	-12	-14	-0.4	-20	-6	-11	0.1
Cc1ccc2c(NC(=O)C3CC3)c(C)ccc2n1	-4	7%	-7	-8	1.1	-32	-11	1	-2.0
CN1C(=O)C2(NCCc3c2[nH]c2ccccc32)c2ccccc21 (centres undefined)	7	3%	12	6	0.2	4	16	5	-2.4
COC(=O)c1sccc1NC(=O)c1ccc(Br)o1	1	2%	3	1	-0.2	26	6	20	-0.8
COCCn1c(CN2CCN(C)CC2)nc2c1c(=O)n(C)c(=O)n2C	0	2%	-7	-7	0.3	-22	-3	-1	-0.1
COc1ccccc1N1CCN(CC(=O)c2ccc3ccn(C(C)=O)c3c2)CC1	4	2%	6	15	30*	22	-28	8	7.8
O=C(Cn1cnc2ccccc2c1=O)NCCC(=O)Nc1ccc2c(c1)OCCO2	0	0%	10	-15	0.3	-10	-16	-4	-1.4
O=C(Nc1ccc(N2CCCCC2)cc1)c1cncc(Br)c1	1	5%	78*	19	-0.7	8	8	13	-3.1
O=C(C1CCN(c2nnc(-n3cccc3)s2)CC1)N1CCc2ccccc2C1	3	2%	-8	5	0.3	-11	-16	-11	-2.1
COc1ccc(CN(C)C2CCCCC2)cc1	-3	4%	2	-1	0.0	-8	-20	-4	-1.3
N=c1n(Cc2ccccc2)c2ccccc2n1CC(O)c1ccccc1 (centres undefined)	-3	4%	-1	29	-1.1	44	-1	-5	-2.4
O=C(NCCc1ccc(Cl)cc1)c1nnc(Cc2ccc(Cl)cc2)o1	7	2%	-11	1	0.1	3	6	-8	-0.8
CCN1C(=O)CC(N2CCC(C(=O)N3CCOCC3)CC2)C1=O (centres undefined)	-1	7%	-6	0	-0.7	-14	-2	-1	0.0
Cc1ccc2[nH]c3c(N4CCOCC4)ncnc3c2c1	-178[fluorescence artefact?]	2%[fluoresces]	2	.	-0.7	15	-12	6	0.0
(listing goes on)
SMILES	MMP13 inh	NADH enzymes	RORa activator	5HT1a antag	5HT1E ag	tolC growth inh	SF1 activator	HTR1E antagonist	HTR1A agonist
CCn1cc(C(=O)NCc2ccc3c(c2)OCO3)c(=O)c2cc(F)c(N3CCN(C)CC3)cc21	-37	11%	-6	-13	0.2	100*	-5	-8	-0.4
Nn1c(SCC(=O)NC(=O)NC2CCCC2)nnc1-c1ccccc1F	-3	1%	-21	-2	0.2	4	9	-10	-2.5
CCCc1cc(=O)n2[nH]c(CCc3ccccc3)nc2n1	0	8%	0	-10	0.1	2	0	10	1.7
O=C(NCc1ccco1)C(c1ccccc1)N(Cc1cccnc1)C(=O)Cn1nnc2ccccc21 (centres undefined)	1	5%	-18	1	-0.4	3	-7	3	-0.7
Cc1cccc(S(=O)(=O)C(C#N)c2nc3ccccc3nc2N2CC(C)OC(C)C2)c1 (centres undefined)	-16	4%	-8	7	1.8	62*	4	4	2.0
Cc1cc(Cl)ccc1OCC(=O)N1CCCCC1	-1	1%	19	7	-0.7	2	35	6	-2.8
COC(=O)c1ccccc1N(Cc1ccccc1)S(C)(=O)=O	6	5%	-8	2	-0.7	3	-11	0	0.7
Cc1csc(NC(=O)c2cnc3ccccn3c2=O)n1	-6	2%	34	0	-0.1	-11	61*	-1	-0.3
CSc1cccc(NS(=O)(=O)c2cccc3nsnc23)c1	5	7%	15	12	0.9	24	-3	-8	-1.4
c1ccc(N2CCN(c3nnc(Cc4cccnc4)c4ccccc34)CC2)nc1	0	1%	4	0	0.9	8	-11	17	-0.7
CCOC(=O)c1c(-c2ccccc2)c(C(C)=O)c(=O)n(C)c1C	-1	4%	-3	-7	1.0	-8	12	4	0.4
CCOc1ccc(OCCN2C(=O)NC3(CCCc4ccccc43)C2=O)cc1 (centres undefined)	-6	2%	6	-1	-0.3	26	-1	14	-2.5
Cc1oc(C)c(C(=O)O)c1COc1ccc(C(=O)O)cc1	3	2%	-13	-8	-0.2	-9	14	7	-0.9
COC(=O)c1ccccc1NC(=O)NCc1ccccn1	-10	5%	12	-1	1.9	-10	16	-6	-0.3
Cc1cc(C)c(NC(=O)CCCN2CCN(C)CC2)c(C)c1	-1	5%	-4	-14	-0.2	-19	-11	1	-0.9
Cc1ccc(C(=O)Nc2ccccc2C(N)=O)o1	-1	2%	41	14	0.6	35	38	3	-0.8
CCc1ccccc1NC1=NCC(=O)N1Cc1ccccc1	-7	6%	-13	-10	-0.4	12	-6	-7	-4.8
CC(=O)SCCC(=O)Nc1ccccc1	2	2%	-22	7	-1.1	1	-9	-1	0.3
O=C(NCCc1ccccc1)c1noc2c1CCCCC2	4	10%	48	-15	-0.9	20	60*	4	-2.8
O=C(CC1NC2CCCCC2NC1=O)Nc1ccc2c(c1)OCO2 (centres undefined)	1	2%	-5	-10	-0.1	-18	-6	-13	-4.6
CCOC(=O)C1CCCN(C(=O)c2ccc3c(=O)n(CCOC)c(=S)[nH]c3c2)C1 (centres undefined)	1	3%	11	-9	-2.5	-4	12	5	0.3
CCOC(=O)N1CCN(c2nc(N(c3ccccc3)c3ccccc3)nc(-n3ccnc3)n2)CC1	-1	5%	-4	-3	0.4	66*	16	-5	-1.5
O=C(COC(=O)c1cccs1)NCC1CCCO1 (centres undefined)	1	9%	-22	4	0.3	-6	2	6	-4.4

Screening results as filed in PubChem BioAssay.
